NCOA2 inhibitor: human SRC2 (NCOA2) inhibition; inhibition, % at 9 µM; HEK293 GAL4-SRC2 luciferase reporter, luminescence; Q15596; AID 651957; 370,000 compounds, 0.17% hits;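 active means inhibition above the mean inhibition of all tested compounds plus 3 SD, set per campaign, cut at about 52% in these data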;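 further: 0% = DMSO treated cells and 100% = cells given Gossypol at 36 µM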
NOD2-RIPK2 inh: NOD2-RIPK2 protein interaction inhibition. O43353. CHO BLA complementation NOD2-RIPK2, CCF4 ratio. inhibition, % at 4.98 µM. 360,000 compounds, 0.38% hits. AID 624267; in the data active means inhibition above about 21%;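 further: 0% = vehicle only and 100% = reference blocker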
H9c2 protect: modulators protecting cardiomyocytes from myocardial damage. 360,000 compounds, 0.63% hits. AID 588492. H9c2 cardiomyocytes, H2O2 injury protection, ATPLite, 2 h. protection from H2O2 cell death, % at 20 µM;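 active means compounds giving at least 50% protection of heart cells from peroxide-induced death in the single-dose screen, raw or plate-pattern-corrected value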;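 further: 0% = DMSO wells with peroxide and 100% = DMSO wells without peroxide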
m5-HT2A agonist: activates the mouse 5-HT2A serotonin receptor. P35363. CHO-K1 mHTR2A beta-arrestin complementation, luminescence; percent of 30 µM serotonin response. activation, % at 7.6 µM. 360,000 compounds, 0.66% hits. AID 624169;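 active means activation above a run cutoff, the mean activation of all tested compounds plus 3 SD, cut at about 14% in these data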;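 further: 0% = plate median of compound wells and 100% = 30 µM serotonin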
ABCB6 inh MLPCN: human ABCB6 transporter inhibition; Q9NP58; K562-ABCB6 porphyrin accumulation, flow cytometry, 1 h; stronger effect = lower value; fluorescence ratio to DMSO, % at 10 µM; 360,000 compounds, 0.19% hits;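 active means fluorescence ratio to DMSO below 75%, the collection mean minus 3 SD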;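 further: signal is porphyrin accumulated inside mitochondria; 100% equals median channel fluorescence of DMSO control wells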
N-glyco inh: blocks N-linked glycosylation in D54 reporter cells; D54 ERlucT glycosylation luciferase reporter, 24 h; percent of 100 nM tunicamycin response; reporter increase, % at 12.5 µM; 360,000 compounds, 0.23% hits; AID 588692;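 active means mean luciferase reporter signal, scaled so untreated is 0 and the glycosylation-blocking control 100, at or above a set limit in every replicate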;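 further: luciferase carries N-glycosylation sites so blocking glycosylation raises the light; 0% = median of neutral control wells and 100% = median of 100 nM tunicamycin wells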
MC4R antagonist: human MC4R antagonism in cAMP assay; P32245; MC4R-expressing cells, MTII-stimulated cAMP, LANCE TR-FRET; inhibition, % at 6.5 µM; 360,000 compounds, 0.48% hits; AID 540295;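 active means inhibition above its plate's cutoff, the mean of tested wells on that plate plus 3 SD, cut at about 29% in these data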;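 further: 0% = Melanotan II alone and 100% = Melanotan II plus saturating MCL0020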
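Assay system: U2OS cells stably expressing human melanocortin 4 receptor (MC4R) / Dosing: 6.5 µM / Timing: compound 30 min, challenge 1 h, detection 1 h / Measured by: Eu-cAMP/anti-cAMP TR-FRET, emission 671 nm / Replicates: singlicate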
MC4R barr agon: agonists of human melanocortin 4 receptor (MC4R) beta-arrestin; P32245; U2OS MC4R beta-arrestin complementation, luminescence; percent of melanotan II response, DMSO zero; activation, % at 8.9 µM; 360,000 compounds, 0.98% hits;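 active means activation above a per-plate cutoff, the mean activation of sample wells on that plate plus 3 SD, cut at about 8% in these data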
ABHD5 PLIN5 PPI: inhibitors of human ABHD5-perilipin-5 interaction; 360,000 compounds, 0.78% hits; Split G. princeps luciferase complementation, luminescence, 4 h; inhibition, % at 4 µM; AID 602281; Q00G26+Q8WTS1;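 active means inhibition above the mean inhibition across every tested compound plus 3 SD, cut at about 22% in these data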;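 further: 0% = DMSO only wells and the 100% control is not disclosed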
Target sequence (Q00G26 whole entry, looked up): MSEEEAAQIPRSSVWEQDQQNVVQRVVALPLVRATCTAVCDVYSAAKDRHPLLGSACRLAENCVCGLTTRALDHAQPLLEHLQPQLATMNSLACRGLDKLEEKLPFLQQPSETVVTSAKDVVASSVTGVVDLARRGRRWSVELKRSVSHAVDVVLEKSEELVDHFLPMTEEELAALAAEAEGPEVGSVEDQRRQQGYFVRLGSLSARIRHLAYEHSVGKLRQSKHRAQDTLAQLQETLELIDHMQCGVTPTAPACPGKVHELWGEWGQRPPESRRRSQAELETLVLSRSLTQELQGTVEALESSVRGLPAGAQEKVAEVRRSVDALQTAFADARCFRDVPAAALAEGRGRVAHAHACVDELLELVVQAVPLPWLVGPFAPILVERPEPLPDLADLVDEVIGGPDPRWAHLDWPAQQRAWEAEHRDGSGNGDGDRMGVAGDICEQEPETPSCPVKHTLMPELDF
Target sequence (Q8WTS1 whole entry, looked up): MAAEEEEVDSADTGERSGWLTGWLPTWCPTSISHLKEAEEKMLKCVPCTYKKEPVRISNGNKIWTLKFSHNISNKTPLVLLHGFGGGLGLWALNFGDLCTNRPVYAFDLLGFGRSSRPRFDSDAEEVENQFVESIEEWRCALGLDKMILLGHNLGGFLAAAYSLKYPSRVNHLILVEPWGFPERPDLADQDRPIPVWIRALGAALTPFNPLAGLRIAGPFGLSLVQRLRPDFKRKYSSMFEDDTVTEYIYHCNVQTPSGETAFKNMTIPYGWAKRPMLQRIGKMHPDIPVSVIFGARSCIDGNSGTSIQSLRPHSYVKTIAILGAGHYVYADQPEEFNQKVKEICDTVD
TLR9-MyD88 inh: TLR9-MyD88 interaction inhibition; Q9NR96+Q99836; CHO BLA complementation TLR9-MyD88, CCF4 FRET ratio; inhibition, % at 4.98 µM; 340,000 compounds, 0.21% hits; AID 504734;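 active means inhibition above the mean over all tested compounds plus 3 SD, cut at about 21% in these data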;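 further: 0% = DMSO only wells and 100% = clavulanate BLA inhibitor control wells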
The depositor's hits bear a star; nt = no result given; & = joins results of further samples. The list is partial; count on the stated rates, not on these rows.

SMILES	NCOA2 inhibitor	NOD2-RIPK2 inh	H9c2 protect	m5-HT2A agonist	ABCB6 inh MLPCN	N-glyco inh	MC4R antagonist	MC4R barr agon	ABHD5 PLIN5 PPI	TLR9-MyD88 inh
O=C(/C=C/c1ccc2ccccc2n1)N1CCN(S(=O)(=O)c2ccccc2F)CC1	21.1	5.6	4.7	2.4	101.0	-11.0	-2.4	-0.9	4.6	2.3
COC(=O)c1cc(C)sc1NC(=S)N1CCN(CCc2ccccc2)CC1	-2.9	-8.0	-6.6	-3.2	101.0	2.0	4.6	0.4	1.5	3.3
Cc1ccc(NC2CC(=O)N(Cc3ccccc3)C2=O)cc1 (configuration not stated)	-16.4	-5.2	-1.6	5.5	98.0	5.0	6.8	-2.4	-1.7	1.3
CC1C(c2ccccc2)N(C)CCC12NC(=O)NC2=O (configuration not stated)	8.9	-0.8	2.4	0.7	93.0	-0.6	5.2	2.1	4.6	2.2
CCCn1c(=O)n(C)c(=O)c2c(SCC(=O)Nc3cc(C)on3)nc(C(C)(C)C)nc21	16.5	-2.9	2.3	7.5	84.0	8.4	14.1	1.9	0.8	9.7
Cc1ccc(N=Nc2ccc(O)c(P(=O)(c3ccccc3)c3ccccc3)c2)cc1	-10.2	0.2	-4.2	2.5	100.0	1.1	2.3	3.4	0.1	-17.3
CC(C)N1CCC(N2CCN(Cc3cnc(-c4ccccc4)s3)CC2CCO)CC1 (configuration not stated)	4.3	3.0	7.7	0.2	98.0	-3.4	6.2	-2.6	-0.2	8.2
COc1cc(OC)c2ccc(=O)oc2c1	-14.0	-6.3	2.3	-1.3	97.0	4.3	4.2	-0.5	-1.3	-3.5
CCC(C)N(C(=O)CSc1nc(-c2cccs2)nc2ccccc12)C1CCS(=O)(=O)C1 (configuration not stated)	15.6	0.1	14.1	-3.4	95.0	-10.3	21.6	-1.5	6.7	2.3
COc1ccccc1OCCNc1ccc(S(=O)(=O)N2CCCC2)cn1	18.7	9.9	0.5	-5.5	99.0	1.3	3.2	-1.2	-0.8	3.5
CCC(C)(C)n1nnnc1C(c1ccc(C)cc1)N1CCSCC1 (configuration not stated)	11.0	10.0	-0.6	-3.5	101.0	-0.6	-0.3	-3.1	0.3	-5.0
N/C(=N\OC(=O)c1cccs1)c1ccccc1	-50.5	-1.2	-12.3	1.4	98.0	-4.4	-3.8	-0.3	2.4	-2.9
NC(c1csc(Nc2cc(Oc3ccccc3)ncn2)n1)c1ccccc1Cl (configuration not stated)	-5.2	0.9	3.7	0.4	101.0	-8.8	-0.4	-0.3	6.7	nt
COc1cc(C(=O)OC(C)CN2CCCCC2)cc(OC)c1OC (configuration not stated)	-30.6	-8.5	5.0	-2.8	100.0	-0.7	5.5	-1.5	2.7	-14.4
O=C(NCc1ccccc1)C(=O)Nc1nc(-c2ccccc2)cs1	-20.5	7.2	12.9	-0.2	100.0	0.1	0.7	1.5	-2.5	-4.8
CCCCC(CC)C(=O)NCc1ccc(F)cc1 (configuration not stated)	4.6	-6.8	-0.4	0.6	101.0	0.4	5.0	-0.1	-5.2	-8.1
Cn1c(NC(=O)c2ccccc2F)c(-c2cccs2)c(=O)c2ccccc21	-5.1	-4.5	0.5	5.9	96.0	0.7	2.6	3.0	9.8	-3.1
O=C(CSc1nc2ccccc2c(=O)n1Cc1ccco1)N1CCCCCC1	3.4	2.5	28.4	-2.4	98.0	1.8	16.6	2.1	7.6	-5.0
Cc1cc(C(=O)Nc2c[nH]c(=O)[nH]c2=O)ccc1[N+](=O)[O-]	-22.2	-0.3	5.3	-0.8	110.0	-0.6	6.8	0.2	-9.4	-1.5
CN(C(=O)C1CCCCC1)C1CCS(=O)(=O)C1 (configuration not stated)	-19.7	-7.9	-6.0	1.2	100.0	4.7	4.8	-1.8	-0.4	-2.5
COc1cc(C(=O)OC(C)CN2CCN(C)CC2)cc(OC)c1OC (configuration not stated)	-11.6	-13.8	8.4	-1.1	91.0	3.6	1.0	-0.6	3.4	6.2
CCCn1c(SCC(=O)N2CCCC2=O)nc2ccccc2c1=O	7.9	-10.6	-2.4	1.1	95.0	0.7	6.2	-0.2	-16.8	-6.6
OCCN1CCN(CC(O)COc2ccc3ccccc3c2)CC1 (configuration not stated)	-8.2&-8.5	3.6&10.6	9.8&-1.5	-5.3&2.6	101.0&93.0	0.6&-1.2	-1.2&-0.8	-0.1&-0.7	2.8&8.6	-0.8
c1ccc(-n2nnnc2NC2CCCCCC2)cc1	28.8	4.9	-4.9	-4.2	91.0	-1.8	3.1	1.4	-3.3	8.5
Cc1ccc(/C=N/Nc2nncn2N)cc1	-5.3	7.7	-7.6	1.1	98.0	2.4	26.6	1.5	-31.8	4.5
Cc1ccccc1NC(=S)Nc1ccc(Br)cc1	-6.2	1.4	-0.6	-0.3	98.0	1.3	2.7	1.3	5.4	-16.0
CC(=O)c1ccc(OCC(C)C)c(CN2CCCCC2)c1	14.6	-18.8	-12.2	-0.3	99.0	0.9	8.7	-0.2	0.0	2.6
CCc1nnc(NC(=O)Cc2c[nH]c3ccccc23)s1	7.0	5.0	-3.9	0.7	102.0	2.8	17.6	-0.6	-3.5	2.2
Cc1c(C(=O)OCC(=O)NCc2ccco2)cccc1[N+](=O)[O-]	8.2	-3.5	4.2	-0.5	102.0	-0.1	-3.8	1.6	8.1	-6.1
Cc1ccc(C(=O)NC(=S)c2c(C)cc3ccccn23)cc1	-51.0	-3.4	2.1	-2.0	92.0	-1.2	-10.4	-1.0	-8.0	-10.9
COc1ccc(Cl)cc1C=CC=Nc1ccc(S(N)(=O)=O)cc1	4.5	-2.2	-3.9	2.3	112.0	2.2	12.7	-1.2	17.5	2.9
CCCN(CC(=O)Nc1ccccc1OC)C(=O)c1ccncc1	3.0	7.5	4.4	-2.3	96.0	0.5	3.1	-0.6	-5.9	-10.2
NNC(=O)CN1C(c2ccc(Br)cc2)=Nc2ccc(Br)cc2C1c1ccccc1 (configuration not stated)	-13.4	2.8	4.4	1.1	99.0	-0.8	6.2	-0.3	-6.8	-7.6
COCCn1c(SCC(=O)N2CCOCC2)nnc1-c1ccncc1	4.3	-8.7	1.9	3.5	97.0	1.9	2.5	-1.1	-2.2	8.3
O=C(Cn1nnc2c(sc3nc4c(c(-c5ccccc5)c32)CCC4)c1=O)c1ccccc1	-31.0	-23.2	-8.3	-1.3	100.0	-2.4	3.9	0.6	2.9	5.3
CCOc1ccc(C(=O)N2CCCCCC2)cc1	-12.6	1.2	9.8	-2.8	96.0	-1.5	3.5	-0.9	-1.9	3.4
COc1cc(S(=O)(=O)n2cnc(C)c2)ccc1Br	-1.8	-7.7	-4.0	-0.4	103.0	3.4	8.5	-0.8	-2.4	-4.9
CCN(C(=O)COC(=O)CN1C(=O)c2ccccc2C1=O)c1ccccc1	24.3	-0.3	0.8	-4.6	85.0	2.4	0.3	-0.3	1.5	0.2
CN(Cc1ccc(Cl)cc1)C(c1cc2ccccc2o1)c1nnnn1C(C)(C)C (configuration not stated)	-13.1	-3.2	nt	-4.7	91.0	nt	nt	nt	-12.0	nt
O=C(/C=C/Nc1ccc(S(=O)(=O)Nc2ncccn2)cc1)c1ccc(Cl)c(Cl)c1	-11.4	0.7	-2.1	1.0	97.0	2.0	17.8	-1.7	4.8	-1.0
Cc1c(Cl)ccc2sc(N3CCN(C(=O)C4=COCCO4)CC3)nc12	-31.2	0.1	-11.8	13.1	97.0	-0.5	-2.3	-1.2	6.4	-9.0
C/C(CC(=O)NC1C2CC3CC(C2)CC1C3)=N\NC(=O)Cc1cccs1 (configuration not stated)	98.1*	2.4	3.0	-3.3	88.0	-1.0	4.3	1.7	-2.7	0.9
Nc1nc2n(n1)C(c1ccccc1)CC(c1ccc(F)cc1)N2 (configuration not stated)	-31.4	-3.1	10.0	-0.9	101.0	1.3	2.4	-0.7	-13.4	-1.7
Nc1ccn(C2CCCO2)c(=O)n1 (configuration not stated)	-2.1	-15.9	1.6	-4.5	96.0	0.3	4.0	-0.9	6.6	-2.8
Cc1cccc(NC(=O)c2nc[nH]c2C(=O)Nc2ccccc2[N+](=O)[O-])c1	16.1	-12.4	-3.9	-3.1	101.0	-0.5	22.2	-1.4	1.9	-13.0
CC(C(=O)NCC1CCCCC1)N1CCN(S(=O)(=O)/C=C/c2ccccc2)CC1 (configuration not stated)	-16.4	-1.5	-4.1	2.1	97.0	-0.5	2.2	0.3	-0.1	-0.9
CCN1C[C@@H]2[C@@H]3C(=O)N(Cc4ccccc4)C(=O)[C@@H]3[C@](C)(C1=O)N2C(=O)c1ccc(C(C)(C)C)cc1	-20.8	-6.0	-3.2	-2.1	99.0	-1.2	4.5	-2.5	-6.8	1.8
COc1ccc(C2C3=C(CCCC3=O)N(CC(=O)O)C3=C2C(=O)CCC3)cc1Cl	0.5	0.6	12.3	-6.8	102.0	1.1	0.7	-0.8	-1.4	-12.5
Cc1nc(CC(=O)N/N=C/c2ccc(OCC(=O)O)cc2)cs1	-5.8	0.5	-2.6	1.4	99.0	0.2	7.3	0.1	-10.8	8.9
CSc1cc(C)c(OCC(=O)Nc2c(C)nn(C)c2C)c(C)c1	0.6	-0.4	1.2	1.5	97.0	2.8	16.1	-2.1	0.9	-5.4
O=C(N/N=C/c1ccccn1)c1cccc([N+](=O)[O-])c1	-25.4	-3.7	60.6*	-0.3	100.0	5.9	1.4	-2.0	3.3	-1.3

Source: PubChem (several laboratories)
